Assay outcomes (PubChem BioAssay)
RMI FANCM FP – RMI-FANCM interaction inhibition; AID 1159607; 0.58% of 70,000 active; Fluorescence polarization, RMI core complex with F-MM2 peptide; active compounds read low; FP signal (polarization) at 33 µM; in the data active means FP signal below about 40; further: inactives centre near 61; strong numbers were not always called active; unit not given here
Active calls of the source: *; & = joins results of further samples.

RMI FANCM FP,structure
52,O=C1c2ccccc2N(Cc2ccccc2)C(=O)C1(Cl)Cl
58,C[C@]12C=CC(=O)C=C1CCC1C3C[C@@H](O)[C@](O)(C(=O)CO)[C@@]3(C)C[C@H](O)[C@@]12F (stereo not given in full)
62,CCSc1nc2ccccc2n1C(=O)c1ccc(S(=O)(=O)N2CCCCCC2)cc1
66,COc1ccccc1OCC(=O)Nc1ccc2c(c1)CN(C(=O)C(C)C)CC2
62,Cc1cccc(S(=O)(=O)N2CCN(CCn3nc(-c4ccccc4)ccc3=O)CC2)c1
62,O=C(NCCOc1ccc(F)cc1)c1cccs1
53,Cn1nccc1NC(=O)CN(CC(=O)O)Cc1ccccc1
65,Cc1ccc(C(=O)Nc2ccc(SCC(=O)Nc3ccc4c(c3)OCCO4)nn2)cc1
64,O=C(Cc1cccs1)Nc1nc(CN2CCc3ccccc3C2)cs1
62,CCOC(=O)CNC(c1ccccc1)c1cc(Br)ccc1NC(=O)c1ccccc1 (stereo not given)
54,O=c1ccn([C@@H]2O[C@H](COP(=O)(O)OP(=O)(O)O)[C@@H](O)[C@H]2O)c(=O)[nH]1
64,CNC(=O)CCc1nc2sc3c(c2c(=O)[nH]1)CCC(C(C)(C)C)C3 (stereo not given)
57,CSc1nnc(-c2cc(C)on2)n1C
61,Cc1ccc(Oc2ncccc2NS(=O)(=O)c2cccs2)c2c1CCC2
58,O=C(O)c1ccc(-c2ccc(/C=c3\sc4ncnn4c3=O)o2)cc1
65,CN1C(=O)C(C)(C)COc2ccc(NS(=O)(=O)c3cccc(Cl)c3)cc21
58,COc1cc(S(=O)(=O)NC(C)(C)C)ccc1Cl
67,CCCn1c(=NC(=O)c2ccc(Cl)s2)sc2cc(F)cc(F)c21
68,COc1ccc(OC)c2sc(NCCCN3CCOCC3)nc12
55,Cc1csc(C(=O)NN)c1
56,COc1ccc(OCCC(=O)Nc2nccs2)cc1
57,COc1cccc(Cc2nnc(-c3ccc4c(c3)OCO4)o2)c1
59,C=Cc1c(S(C)(=O)=O)sc(C(=O)NC)c1C
83,CCOc1ccc(-c2cn3c(CC(=O)Nc4ccc(C(C)=O)cc4)csc3n2)cc1
102,O=C(Nc1ccc2scnc2c1)c1ccc(CNS(=O)(=O)c2ccc(F)c(Cl)c2)cc1
63,COc1ccc(OC)c(Nc2nc(CC(=O)NCc3ccccc3OC)cs2)c1
70,COc1ccc(-c2ccc(N3CCN(C(=O)C4CC4)CC3)nn2)cc1OC
52,Cc1ccc(NC(=O)c2ccco2)cc1N1CCCCC1=O
64,COc1ccc(-c2nnc(NC(=O)C3CCCN(S(=O)(=O)c4ccccc4)C3)o2)cc1OC (stereo not given)
55,COC(=O)c1sc2ccccc2c1NC(=O)C1CCN(S(=O)(=O)c2cccs2)CC1
61,CN1CCN(c2cc(OCCNC(=O)Nc3cccc(Cl)c3)ncn2)CC1
64,Cc1noc(C)c1-c1nnc(-c2ccc(OC(F)(F)F)cc2)o1
70,CC(C)S(=O)(=O)Nc1ccc2c(c1)NC(=O)C(C)(C)CO2
64,COC(=O)Cn1c(=NC(=O)c2cc(Cl)sc2Cl)sc2cc(S(N)(=O)=O)ccc21
102,CC(C)CNC(=O)c1ccc2c(=O)n(Cc3ccccc3)c3nn(CC(N)=O)c(=O)n3c2c1
69,Cc1nnc(NC(=O)CCc2csc(NC(=O)Nc3cccc(Cl)c3)n2)s1
52,COC(=O)c1ccc(CSc2nnc(-c3cccnc3)o2)o1
75&76,Cc1nn(C2CCS(=O)(=O)C2)c2nc(-c3ccccc3)cc(C(=O)Nc3ccc(N(C)C)cc3)c12 (stereo not given)
62,COc1cccc(CSc2nc(C)c(CC(=O)NCc3cccs3)c(=O)[nH]2)c1
58,Cn1c(=O)c2c(N3CCCc4ccccc43)ccnc2n(C)c1=O
59,Fc1cccc2c(OC3CCN(Cc4ccccc4)CC3)cc(C(F)(F)F)nc12
61,CC(=O)OCC(=O)[C@@]1(O)CC[C@H]2[C@@H]3CCC4=CC(=O)C=C[C@]4(C)[C@H]3[C@@H](O)C[C@@]21C
62,C#CCn1c(=NC(=O)c2ccc(Br)cc2)sc2cc(F)cc(F)c21
56,O=C(Cc1csc(NS(=O)(=O)c2ccc(Cl)cc2)n1)NC1CC1
-57,Cc1cc2c(n1-c1ccc(S(N)(=O)=O)cc1)CC(C)(C)CC2=O
65,Cc1ccc2nc(N(Cc3ccccc3)c3ccccc3)nc(-c3ccccc3)c2c1
282,O=C(Nn1c(O)c(C=C2C=Nc3ccccc32)sc1=S)c1ccncc1
78,COc1ccc(S(=O)(=O)Cc2nc(-c3ccccc3C)no2)cc1OC
55,CCOC(=O)c1c(O)c2scc(C)c2[nH]c1=O
72,CCOc1ccccc1NC(=O)CSc1ccc(NC(=O)c2ccccc2)nn1
105,COc1ccccc1CNC(=O)CCc1nc2sc3c(c2c(=O)[nH]1)CCCCC3
68,CC(C)Oc1ccc(C(=O)NCCn2ncc3c(=O)n(Cc4ccccc4)cnc32)cc1
62,COc1ccc(CCNC(=O)CSc2nc(C)cc(C)n2)cc1OC
57,CC(NS(=O)(=O)c1ccc([N+](=O)[O-])cc1)C(c1cccs1)N1CCN(C)CC1 (stereo not given)
52,O=C(CSc1nccc(-c2cccs2)n1)Nc1cccc([N+](=O)[O-])c1
69,Cc1cc(NC(=O)Cc2ccc3ccccc3c2)n(C(C)C)n1

New compounds follow:
RMI FANCM FP,structure
69,CCOc1ccc(S(=O)(=O)Nc2ccc3c(c2)N(C(=O)C2CCCC2)CC3)cc1F
53,Brc1ccc2[nH]c3c(c2c1)CCC3
69,O=C(NCCCc1ccccc1)NCC(c1ccsc1)N1CCOCC1 (stereo not given)
61,COc1cc2c(cc1OC)C(COc1ccc(C(C)C)cc1)N(C(=O)c1ccco1)CC2 (stereo not given)
66,O=C(NC(=O)N1CCCCC1)c1ccc(Cl)cc1
53,O=C(Nc1ccc(N2CCCC2=O)cc1)c1ccc2c(c1)OCO2
61,COc1ccc(C=NS(=O)(=O)CCc2ccccc2)c(OC)c1
65,O=C(NCCCn1nc(-c2ccc(Cl)cc2)ccc1=O)Nc1cccc(F)c1
60,Cc1csc2nc(-c3ccc(NC(=O)C4CC4)cc3)cn12
67,COc1cc(OC)cc(C(=O)Nc2ccc3c(c2)N(C)C(=O)C(C)(C)CO3)c1
68,N#C/C(C(=O)c1c[nH]c2ccccc12)=C1\SCC(=O)N1c1ccccc1
59&58,Cc1csc2ncnc(Sc3ccccc3N)c12
59,O=C(Nc1cc2ccccc2cc1NC(=O)c1cccc(C(F)(F)F)c1)c1cccc(C(F)(F)F)c1
58,Cc1nc2sc(C(c3ccc(Br)cc3)N3CCN(Cc4ccccc4)CC3)c(O)n2n1 (stereo not given)
71,CC(=O)c1sc(NC(=O)COc2ccc(C(C)(C)C)cc2)nc1C
63,O=c1cccnn1CCNS(=O)(=O)c1cc(C(F)(F)F)cc(C(F)(F)F)c1
59,CCc1ccc(N2CCN(CC(=O)Nc3ccc(Br)cc3)CC2)cc1
55,CC(=O)C1=NN(c2ccccc2)/C(=C2\C(=O)N(c3ccccc3)N=C2C)S1
52,Cc1noc(-c2cccs2)c1C(=O)NN
63,O=C(CSc1nc(-c2ccccc2)c2ccccc2n1)Nc1ccc(F)cc1F
60,CC(=O)Nc1ccc(C(=O)NCCNS(=O)(=O)c2ccc(C)c(C)c2)cc1
67,O=C(Nc1nnc(-c2cccc([N+](=O)[O-])c2)s1)c1ccccc1C(F)(F)F
56,C[C@@H]1OC(O[C@H]2C(O[C@H]3CC[C@@]4(C)C(CC[C@]5(C)C4CC=C4C6CC(C)(C)CC[C@]6(C(=O)O)CC[C@]45C)[C@]3(C)CO)OC[C@H](O)[C@@H]2O)[C@H](O)[C@H](O)[C@H]1O (stereo not given in full)
64,O=C1CC(c2n[nH]c(=S)o2)CN1c1cccc(Cl)c1 (stereo not given)
61,Cn1c(C(C#N)=C(O)COc2ccc(Cl)cc2)nc2ccccc21
120,O=C(CSc1n[nH]c(=O)n1-c1ccc2c(c1)OCCO2)c1csc2ccccc12
76,COc1cc(OC)cc(C(=O)NCCN2CCOC(c3ccccc3)C2)c1 (stereo not given)
64,Cc1ccc(S(=O)(=O)NCCN2CCN(c3ccccc3)CC2)s1
55,OC1(C#Cc2ccccc2)c2ccccc2-c2ncccc21 (stereo not given)
54,Cc1nc(-n2nc(-c3ccco3)cc2NC(=O)C(=O)c2c[nH]c3ccccc23)[nH]c(=O)c1C
56,O=C(O)c1ccccc1SCCS(=O)(=O)c1ccc(Cl)cc1Cl
57,CC(=O)NNC(=O)C1=NNC(=O)C1

Rewritten tab-delimited: 18 of the compounds above.
SMILES	RMI FANCM FP
C[C@]12C=CC(=O)C=C1CCC1C3C[C@@H](O)[C@](O)(C(=O)CO)[C@@]3(C)C[C@H](O)[C@@]12F (stereo not given in full)	58
CCSc1nc2ccccc2n1C(=O)c1ccc(S(=O)(=O)N2CCCCCC2)cc1	62
COc1ccccc1OCC(=O)Nc1ccc2c(c1)CN(C(=O)C(C)C)CC2	66
Cc1cccc(S(=O)(=O)N2CCN(CCn3nc(-c4ccccc4)ccc3=O)CC2)c1	62
O=C(NCCOc1ccc(F)cc1)c1cccs1	62
Cn1nccc1NC(=O)CN(CC(=O)O)Cc1ccccc1	53
Cc1ccc(C(=O)Nc2ccc(SCC(=O)Nc3ccc4c(c3)OCCO4)nn2)cc1	65
O=C(Cc1cccs1)Nc1nc(CN2CCc3ccccc3C2)cs1	64
CCOC(=O)CNC(c1ccccc1)c1cc(Br)ccc1NC(=O)c1ccccc1 (stereo not given)	62
O=c1ccn([C@@H]2O[C@H](COP(=O)(O)OP(=O)(O)O)[C@@H](O)[C@H]2O)c(=O)[nH]1	54
CNC(=O)CCc1nc2sc3c(c2c(=O)[nH]1)CCC(C(C)(C)C)C3 (stereo not given)	64
CSc1nnc(-c2cc(C)on2)n1C	57
Cc1ccc(Oc2ncccc2NS(=O)(=O)c2cccs2)c2c1CCC2	61
O=C(O)c1ccc(-c2ccc(/C=c3\sc4ncnn4c3=O)o2)cc1	58
CN1C(=O)C(C)(C)COc2ccc(NS(=O)(=O)c3cccc(Cl)c3)cc21	65
COc1cc(S(=O)(=O)NC(C)(C)C)ccc1Cl	58
CCCn1c(=NC(=O)c2ccc(Cl)s2)sc2cc(F)cc(F)c21	67
COc1ccc(OC)c2sc(NCCCN3CCOCC3)nc12	68

Next section
RMI FANCM FP,structure
107,CCc1nc2c(sc3cccc(F)c32)c(=O)n1CC(=O)Nc1ccc(N(CC)CC)cc1C
69,CC(C)CCN1C(=O)C(C)(C)COc2ccc(NC(=O)COc3ccccc3F)cc21
56,Cc1cc(N2CCN(C(c3ccccc3)c3ccccc3)CC2)nc(-n2nc(C)cc2C)n1
55,Cc1ccc(NC(=O)C(=O)Nc2ccc3c(c2)OCO3)cc1N1CCCC1=O
78,Clc1ccc(Nc2nc(N3CCCCC3)nc(N3CCCCC3)n2)cc1Cl
104,COc1ccc(N2CC(c3nc4ccccc4n3CC(O)COc3cc(C)ccc3C)CC2=O)cc1 (stereo not given)
58,COCCn1c(=NC(=O)c2cccc(OC)c2OC)sc2cccc(F)c21
61,Cc1nnc(-c2ccc(OCC(=O)N3CCc4ccccc43)cc2)o1
63,CCC(=O)Nc1ccc(C(=O)NCCNS(=O)(=O)c2ccc(F)cc2)cc1
75,C/C(=N/NC(=O)CCn1nnc2ccccc21)c1ccc2ccccc2c1
53,O=C(O)COCC(=O)NNc1c(Cl)cncc1Cl
63,CN1CCN(c2nc3ccc(NC(=O)Cc4ccc5c(c4)OCO5)cc3s2)CC1
54,O=C(CSc1nnc2ccc(-c3cccc([N+](=O)[O-])c3)nn12)N1CCc2ccccc21
65,CCc1cccc(CC)c1NC(=O)c1ccc([N+](=O)[O-])cc1Cl
56,CCN1CCN(CC(=O)N2CCN(c3ccccc3)CC2)C(=O)C1=O
60,CCc1ccccc1NC(=O)CCCn1nc(-c2ccco2)ccc1=O
59,Cc1nc(S(=O)(=O)c2ccc(Cl)cc2)c(N2CCOCC2)o1
60,CCC(C(=O)OCn1nnc2ccccc2c1=O)c1ccccc1 (stereo not given)
55,COC(=O)c1sc(-c2ccc(Cl)cc2)cc1NC(=O)Nc1cccc(OC)c1
59,Cc1ccn2cc(CCNS(=O)(=O)c3ccc(Cl)s3)nc2c1
61,CC(OC(=O)c1ccc(O)cc1O)C(=O)c1cccc(Cl)c1 (stereo not given)
56,Cc1ccc(NC(=O)CN2CCC(C(=O)NC3CCN(Cc4ccccc4)CC3)CC2)cc1
104,CCc1ccc(-c2cc3c(SCC(=O)Nc4ccccc4C(F)(F)F)nccn3n2)cc1
70,Cc1nc2ccccn2c(=O)c1NC(=O)Nc1ccccc1Cl
68,O=S(=O)(NCc1ccsc1)c1ccc2c(c1)OCCO2
60,COc1ccc(C)cc1NC(=O)CSc1ncc(S(=O)(=O)c2ccc(C)cc2C)c(=O)[nH]1
77,Cc1nn(-c2ccc(F)cc2)c2ncc(C(=O)NCCc3ccccc3)c(Cl)c12
68,COc1cc(C(=O)Nc2nnc(-c3cc(C)nn3C)o2)cc(OC)c1OC
58&55&62,C=CC(N)CCC(=O)O (stereo not given)
98,CC(c1ccccc1)n1cnc2c(cnc3nc4ccccc4n32)c1=O (stereo not given)
61,Cc1ccc(Cl)cc1NC(=O)CC(C)n1nc(C)c(Cl)c1C (stereo not given)
61,CSc1nnc(C)c2cnn(-c3ccccc3)c12
59,C=CCOC(=O)C1C(C)=Nc2nc(SCC=C)[nH]c(=O)c2C1c1ccc(OC)c(OC)c1 (stereo not given)
54,Cn1cccc1CNCC(O)C(F)(F)F (stereo not given)
60,O=C(O)CNc1ncnc2nc[nH]c12
46,C=CCN1C(=O)NC(C)(C)C1=O
66,CC1CCC(C(C)C)C(OP(=O)(OC2CC(C)CCC2C(C)C)C(C[N+](=O)[O-])c2ccccc2)C1 (stereo not given)
54,COc1cc(-c2nnc(SCC(=O)c3cccs3)n2C)cc(OC)c1OC
67,CCCC(=O)Nc1ccc(S(=O)(=O)N2CCN(c3ccc4nncn4n3)CC2)cc1
62,Cc1onc(C(=O)NNS(=O)(=O)c2ccc(Cl)cc2)c1-c1csc(COc2ccccc2)n1
73,CCOc1ccccc1C(=O)NCC1CCN(Cc2ccco2)CC1
69,CCN1C(=O)Cc2cc(NC(=O)Cc3cccs3)ccc21
58,O=C(CSc1cccc2cccnc12)NC1CCS(=O)(=O)C1 (stereo not given)
110,COC(=O)c1ccc(NC(=O)Cn2cc(-c3nnc(-c4ccccc4)o3)c3ccccc32)cc1

The list is partial (hit frequency here may not be typical).
